Compound activity deposited in PubChem by National Center for Advancing Translational Sciences (NCATS).
HCMV inh – inhibitors of human cytomegalovirus; HFF cells, HCMV-luciferase reporter, 72 h; stronger effect = lower value; activity change, negative = inhibition, % at 57.5 µM; hit rate 4.5% among 410,000; AID 1259415; in the data active = activity change below about -60%; inconclusive = no clear call, values can overlap the other calls; inactive = above about -39%
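Two-dose cell screen: HFF monolayers treated with compounds and infected with luciferase-expressing HCMV at 1 PFU/cell, 72 h at 37C, then lysed for luciferase measurement.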
HCV inhibitor – inhibitors of hepatitis C virus infection. Huh7.5.1 HCVcc-Cre infection, luciferase reporter, 44 h. AID 651820. Potency, µM (top dose mostly 41.8 µM), for inactives: at the highest dose activity change, negative = inhibition, actives largely listed as inhibitors. hit rate 3.4% among 340,000; note: potency is the fitted concentration of half-maximal effect
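Infectious HCVcc-Cre (~0.5 moi) was added to cells just after compound, with cells seeded 4 h earlier at 1,000 per well. Luciferase activity after 44 h culture reported infection; substrate was incubated 15 min at room temperature before reading.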
Sm TGR block – inhibitors of Schistosoma mansoni thioredoxin glutathione reductase. hit rate 3% among 360,000. Q962Y6. purified TGR, DTNB reduction, TNB absorbance 405 nm. Potency, µM (highest dose often 114 µM), without a hit: at the highest dose activity change, negative = inhibition, usual class: inhibitors. AID 485364; note: potency is the fitted concentration of half-maximal effect; nearly all actives have a fitted effect of over 60% in size
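First, TGR (20 nM dispensed) and NADPH were mixed with compound. Second, a 15 min room-temperature incubation followed. Third, further NADPH and then DTNB were added to start the reaction. Finally, TNB absorbance was monitored kinetically.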
Giardia FBPA inh – inhibitors of Giardia lamblia fructose-1,6-bisphosphate aldolase | A8B2U2 | purified Giardia FBPA | Potency, µM (series often up to 59.6 µM), without a hit: at the top dose activity, negative = inhibition, usual class: inhibitors | hit rate 0.71% among 290,000; note: potency is the fitted concentration of half-maximal effect; nearly all actives have a fitted effect of over 55% in size
Target sequence (A8B2U2 whole entry, looked up): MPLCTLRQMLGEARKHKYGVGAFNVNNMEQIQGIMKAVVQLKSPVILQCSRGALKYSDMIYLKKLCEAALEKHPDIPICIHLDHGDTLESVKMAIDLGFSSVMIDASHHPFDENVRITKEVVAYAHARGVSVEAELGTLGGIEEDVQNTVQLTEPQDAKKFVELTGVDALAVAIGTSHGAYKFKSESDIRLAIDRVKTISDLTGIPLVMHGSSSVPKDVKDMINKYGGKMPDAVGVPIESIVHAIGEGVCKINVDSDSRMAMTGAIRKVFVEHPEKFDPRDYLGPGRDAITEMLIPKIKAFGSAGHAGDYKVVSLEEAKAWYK
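Giardia FBPA (40 nM reagent) was preincubated 10 min at RT with compound (up to 57.5 uM final), then substrate plus GAPDH/TPI/NAD/arsenate coupling system with diaphorase/resazurin was added; resorufin fluorescence (525/598 nm) was read after 20 min.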
AmpC detergent – inhibitors of E. coli AmpC beta-lactamase with detergent. Potency, µM (series often up to 114 µM), without a hit: top-dose activity change, negative = inhibition, usual class: inhibitors. AmpC hydrolysis of nitrocefin, absorbance 480 nm, 0.01% Triton. AID 485294. hit rate 0.041% among 370,000;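 note: potency is the fitted concentration of half-maximal effect; 0% = no-compound wells and -100% = no-enzyme wells; nearly all actives have a fitted effect of over 25% in size; some results filed as inactive show a strong effect at the top dose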
Target sequence (P00811 whole entry, looked up): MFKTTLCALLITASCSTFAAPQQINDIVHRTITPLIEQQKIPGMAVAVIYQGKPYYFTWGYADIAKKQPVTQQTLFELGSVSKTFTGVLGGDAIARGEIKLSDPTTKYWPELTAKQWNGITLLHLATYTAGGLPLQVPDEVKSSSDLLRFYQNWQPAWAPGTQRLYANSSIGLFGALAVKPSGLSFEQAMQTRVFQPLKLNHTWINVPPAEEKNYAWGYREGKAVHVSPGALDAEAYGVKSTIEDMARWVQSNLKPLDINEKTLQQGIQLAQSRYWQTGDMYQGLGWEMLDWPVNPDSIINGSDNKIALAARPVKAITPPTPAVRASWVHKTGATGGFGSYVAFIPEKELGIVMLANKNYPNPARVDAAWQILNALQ
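20 mM phosphate pH 7.0 + 0.01% (detergent screen) or 0.0001% Triton X-100; 5.3 nM AmpC reagent; cpd preinc 15 min RT; nitrocefin (800 uM stock) to start; A480 q20 s × 4 min; Activity was normalised to no-enzyme and no-compound control wells.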
AMA1 RON2 block – disrupts binding of P. falciparum AMA1 to RON2; AlphaScreen AMA1-biotinylated RON2 peptide binding; Potency, µM (top dose mostly 58.2 µM), inactives show at the highest dose activity change, negative = inhibition, hits mostly inhibitors; hit rate 0.2% among 360,000;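 note: potency is the fitted concentration of half-maximal effect; 0% = vehicle wells and -100% = peptide control; nearly all actives have a fitted effect of over 45% in size; some results filed as inactive show a strong effect at the top dose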
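AMA1 (3D7) with his tag at 25 nM final met compounds first, then biotinylated RON2 peptide at 25 nM; detection used donor plus acceptor beads, 10 µg/mL apiece, read by AlphaScreen after 30 min at room temperature.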
Numbers without * were called inactive; ? = inconclusive; nt = not tested or not shown; [ ] = another dose, or the depositor's remark. Unless noted, calls come from the whole dose curve; as a rule, active = well fitted curve in the direction sought with a large enough effect; inconclusive = small, poorly fitted or top-dose-only effect, or another doubt; inactive = no such curve, though single readings can be large; an effect the other way counts as inactive or inconclusive. Unless noted, % is set by controls: 0 for no effect and ±100 for the full control effect.

Second line of a record: HCMV inh, Giardia FBPA inh, AmpC detergent, Sm TGR block, AMA1 RON2 block, HCV inhibitor
> Cc1cc(N2CCN(c3cccc(C)c3C)CC2)nc(-c2ccccc2)n1
  -32, 2%, -5%, 4%, -3%, ?
> O=C(O)COc1c(F)c(F)c(C(F)(F)F)c(F)c1F
  47, 15%, -13%, 0%, 4%, 12%
> COCCN(C(=O)CCC(=O)Nc1nccs1)C(C(=O)NC(C)(C)C)c1ccc(F)cc1 (stereo unspecified)
  9, 5%, -12%, -7%, 6%, 16%
> CCN(CC(=O)N1CCC(C)CC1)S(=O)(=O)c1ccc(C)cc1
  8, nt, 4%, 0%, -5%, 20%
> COc1cc(NC(=O)C2CCN(S(=O)(=O)c3cccnc3)CC2)cc(OC)c1OC
  42, -13%, 3%, 0%, 2%, 5%
> CC1CC(C)CN(C(=O)CCNS(=O)(=O)c2ccc3c(c2)CCC(=O)N3)C1 (stereo unspecified)
  -5, 2%, -5%, -1%, 9%, 18%
> O=C(CSc1nnc(CNc2ccc(F)cc2)n1Cc1ccccc1)N1CCOCC1
  -15, 1%, -5%, -4%, -20%, 6%
> Cc1cc(C)cc(NC(=S)N2CCN(c3ncccn3)CC2)c1
  ?, -4%, 1%, 6%, 2%, ?
> Cc1nn2c(=O)cc(COC(=O)c3ccc(NC(=O)CCc4ccccc4)cc3)nc2s1
  56, nt, -9%, -2%, nt, nt
> CC(=O)Nc1cccc(NC(=O)C2CCCN2C(=O)Nc2ccc(C)cc2)c1 (stereo unspecified)
  73, 0%, -14%, -6%, 4%, 7%

Second line of a record: HCMV inh, Giardia FBPA inh, AmpC detergent, Sm TGR block, AMA1 RON2 block, HCV inhibitor
> COc1cccc(C(=O)NC2=NCCS2)c1OC
  146, -1%, -2%, 2%, 6%, ?
> CC(C)(C)OC(=O)N1CCC(CC2CC(c3cccc(Br)c3)=NO2)(C(=O)NCC2CCCCC2)CC1 (stereo unspecified)
  -28, 10%, 1%, 16%, -25%, -2%
> O=C(OCC(=O)N1CCc2ccccc21)[C@@H]1CCCN1S(=O)(=O)c1ccccc1F
  -8, nt, 6%, -28%, 9%, -2%
> O=C(NCc1ccccc1CN1CCCC1)c1cccc(S(=O)(=O)N2CCOCC2)c1
  50, nt, ?, 2%, 0%, -10%
> Cc1ccccc1NC(=S)N(CCCN1CCOCC1)Cc1ccccn1
  -1, -11%, -10%, 5%, 37%[activator], 6%
> CC[N+]1=C(C)C(C)(C)c2cc(C)ccc21
  -94*, -5%, -4%, -3%, -12%, 13µM*
> CC(C)N(C(=O)CN(C#N)c1nc(N(C)C)nc(N(C)C)n1)c1ccccc1
  -22, -3%, 0%, 2%, -7%, 11%
> COc1ccc(NC(=O)C(=O)c2cc(C)n(-c3ccc(C)cc3)c2C)cc1Cl
  ?, nt, 6%, -6%, nt, nt
> CCOC(=O)c1cn(CC)c2cc(N3CCN(C)CC3)c(F)cc2c1=O
  15, 15%, -8%, -12%, 7%, 15%
> COCCNc1nc2sc3c(c2c(=O)n1Cc1ccco1)CCCCC3
  33, 5%, ?, 4%, 14%, -1%

Second line of a record: HCMV inh, Giardia FBPA inh, AmpC detergent, Sm TGR block, AMA1 RON2 block, HCV inhibitor
> COc1cc(OC)c(C2Nc3cccc4cccc(c34)N2)c(OC)c1
  ?, -19%, -6%, ?, -22%, ?
> CCOC(=O)C1CCCN(C(=O)C(C)Oc2ccc(Cl)cc2Cl)C1 (stereo unspecified)
  14, 1%, -10%, -3%, 20%, ?
> Cc1ccc(CNc2nnc(C)c3nnn(Cc4ccc(F)cc4)c23)cc1
  6, nt, 2%, 0%, nt, nt
> CC(C)CNC(=O)c1cccc(C(=O)NCC(C)C)c1
  -1, -1%, -10%, 5%, -6%, 5%
> Cc1cccc(N2CCN(C3=NC(=O)C(=C4CCCCC4)S3)CC2)c1
  ?, -2%, ?, -6%, 9%, ?
> Cc1cccc(CS(=O)(=O)Cc2ccc(C(=O)NCc3ccc(F)cc3)o2)c1
  -12, nt, 7%, ?, nt, nt
> CNC[C@H]1Oc2c(NS(=O)(=O)c3ccccc3)cccc2C(=O)N([C@H](C)CO)C[C@@H]1C
  -24, nt, nt, nt, 6%, ?
> CCO[C@H]1c2c(ccc3ccc(=O)oc23)OC(C)(C)[C@@H]1O
  2, nt, -3%, 0%, 8%, 2.8µM*
> COc1ccc([C@H]2CC(=O)C=C(c3ccc(SC)cc3)C2)cc1OC
  -37, nt, 7%, 5%, -4%, -8%
> CCOC(=O)c1cccc(Nc2cc(-c3ccccc3)ncn2)c1
  0, nt, 4%, -2%, nt, nt

Second line of a record: HCMV inh, Giardia FBPA inh, AmpC detergent, Sm TGR block, AMA1 RON2 block, HCV inhibitor
> Cc1ccc(S(=O)(=O)N2CCN(CC(=O)Nc3ccc4c(c3)CCC4)CC2)cc1C
  11, -5%, -4%, -2%, 11%, ?
> COc1ccc(-c2onc(C)c2C)cc1S(=O)(=O)Nc1cccc(C#N)c1
  0, nt, 0%, 9%, nt, nt
> Cn1c(O)c(C(=NCCc2c[nH]c3ccccc23)c2ccccc2)c(=O)n(C)c1=O
  10, -1%, -9%, nt, -7%, 2%
> C=CCOc1c(CNn2cn[nH]c2=S)cccc1OC
  -4, ?, 3%, 5%, 57%[activator], 1%
> CC1CCN(C(=O)c2cc(S(=O)(=O)N3CCCCC3)c[nH]2)CC1
  -7, -9%, ?, -7%, -9%, -12%
> Cc1ccc2c(c1)c1c(c(=O)n(-c3ccccc3C)c(=O)n1CC(=O)c1ccc(Cl)cc1)n2C
  -6, nt, 10%, 2%, nt, nt
> Cc1ccc(C)n1C(Cc1ccccc1)C(=O)O (stereo unspecified)
  nt, 0%, -17%, ?, nt, nt
> COc1ccc(CCNC(=O)c2ccc(SC)cc2OC)cc1
  -28, 13%, 1%, 0%, -3%, -24%
> CCc1ccc(NC(=O)Cn2c(=O)n(-c3ccc(OC)cc3)c(=O)c3ccc(C(=O)NCc4ccc(C)cc4)cc32)cc1
  -4, nt, 3%, 1%, nt, nt
> COc1ccc(C2c3[nH]c4ccccc4c3C[C@H]3C(=O)N(c4ccccc4C(=O)N4CCC[C@H]4C(=O)O)C(=O)N23)cc1 (stereo partly specified)
  17, 3%, 3%, 5%, -3%, 2%

Second line of a record: HCMV inh, Giardia FBPA inh, AmpC detergent, Sm TGR block, AMA1 RON2 block, HCV inhibitor
> Cc1ccc(N2CCN(c3ccc(NCc4nc5ccccc5n4C)cc3)CC2)cc1
  19, -13%, ?, -26%, 0%, ?
> O=C1C2CCCCN2C(=O)N1CCCCN1CCN(c2cccc(C(F)(F)F)c2)CC1 (stereo unspecified)
  22, nt, nt, nt, 30%[activator], ?
> CC1(OC(=O)CCc2ccccc2)C(=O)C=C2C=C(c3ccc(C#N)cc3)N(C3CCCC3)C=C2C1=O (stereo unspecified)
  -7, ?, -1%, 3%, -6%, 3%
> Cc1ccc(C)c(OCC(=O)Nc2ccc(S(=O)(=O)Nc3ccccn3)cc2)c1C
  ?, 0%, -13%, -7%, -2%[2.32 µM], 6%
> COCCn1c(N)c(Sc2ccc(Cl)cc2)c(=O)[nH]c1=O
  -18, 3%, -8%, -11%, 0%, 9%
> O=C(CS(=O)CC(=O)Nc1ccccc1-c1ccccc1)Nc1ccc(F)cc1 (stereo unspecified)
  -4, -1%, ?, 1%, -8%, -3%
> CC12CCC(C(=O)NCCCN3CCOCC3)(C(Br)C1=O)C2(C)C (stereo unspecified)
  45, 0%, 1%, -13%, 12%, -16%
> Cc1cc(C)n2c(SCc3ccc(C#N)cc3)nnc2n1
  -9, -3%, 3%, 2%, 7%, 6%
> Cc1ccc(-c2nnn(CC(=O)N(c3ccc(F)cc3)C(C(=O)NC3CCCC3)c3ccncc3)n2)o1 (stereo unspecified)
  38, 9%, -2%, -7%, -18%, 22%
> O=C(CN1C(=O)CCS(=O)(=O)c2ccccc21)Nc1ccc(F)cc1
  12, -7%, 2%, 1%, 3%, 15%

Part of the list above in a different format:
smiles | HCMV inh | Giardia FBPA inh | AmpC detergent | Sm TGR block | AMA1 RON2 block | HCV inhibitor
Cc1ccc2c(c1)c1c(c(=O)n(-c3ccccc3C)c(=O)n1CC(=O)c1ccc(Cl)cc1)n2C | -6 | nt | 10% | 2% | nt | nt
Cc1ccc(C)n1C(Cc1ccccc1)C(=O)O (stereo unspecified) | nt | 0% | -17% | ? | nt | nt
COc1ccc(CCNC(=O)c2ccc(SC)cc2OC)cc1 | -28 | 13% | 1% | 0% | -3% | -24%
CCc1ccc(NC(=O)Cn2c(=O)n(-c3ccc(OC)cc3)c(=O)c3ccc(C(=O)NCc4ccc(C)cc4)cc32)cc1 | -4 | nt | 3% | 1% | nt | nt
COc1ccc(C2c3[nH]c4ccccc4c3C[C@H]3C(=O)N(c4ccccc4C(=O)N4CCC[C@H]4C(=O)O)C(=O)N23)cc1 (stereo partly specified) | 17 | 3% | 3% | 5% | -3% | 2%
Cc1ccc(N2CCN(c3ccc(NCc4nc5ccccc5n4C)cc3)CC2)cc1 | 19 | -13% | ? | -26% | 0% | ?
O=C1C2CCCCN2C(=O)N1CCCCN1CCN(c2cccc(C(F)(F)F)c2)CC1 (stereo unspecified) | 22 | nt | nt | nt | 30%[activator] | ?
CC1(OC(=O)CCc2ccccc2)C(=O)C=C2C=C(c3ccc(C#N)cc3)N(C3CCCC3)C=C2C1=O (stereo unspecified) | -7 | ? | -1% | 3% | -6% | 3%
Cc1ccc(C)c(OCC(=O)Nc2ccc(S(=O)(=O)Nc3ccccn3)cc2)c1C | ? | 0% | -13% | -7% | -2%[2.32 µM] | 6%
COCCn1c(N)c(Sc2ccc(Cl)cc2)c(=O)[nH]c1=O | -18 | 3% | -8% | -11% | 0% | 9%
O=C(CS(=O)CC(=O)Nc1ccccc1-c1ccccc1)Nc1ccc(F)cc1 (stereo unspecified) | -4 | -1% | ? | 1% | -8% | -3%
CC12CCC(C(=O)NCCCN3CCOCC3)(C(Br)C1=O)C2(C)C (stereo unspecified) | 45 | 0% | 1% | -13% | 12% | -16%

Other entries
Second line of a record: HCMV inh, Giardia FBPA inh, AmpC detergent, Sm TGR block, AMA1 RON2 block, HCV inhibitor
> CC(=O)c1nn(-c2ccc(OC(F)(F)F)cc2)nc1Nc1ccccc1
  -20, nt, 21%, 10%, nt, nt
> O=C(NCc1cccnc1)C(=O)NCC1CCCO1 (stereo unspecified)
  3, 4%, 8%, 5%, -4%, 7%
> CCNC(=O)NC(=O)COC(=O)C1CSC2(C)CCC(=O)N12 (stereo unspecified)
  -11, -1%, 0%, 0%, 1%, 4%
> CCOc1ccccc1NC(=O)C(CC(C)C)NS(=O)(=O)c1ccc2c(c1)CCN2C(C)=O (stereo unspecified)
  -16, nt, -4%, 0%, nt, nt
> Cc1ccc(NC2=C(NC(=O)c3ccccc3)C(=O)c3ccccc3C2=O)cc1Cl
  ?, ?, 1%, 1.6µM*, ?, ?
